# Compound activity as filed in PubChem.
# LAP4-GFP MLPCN: modulators of TOR pathway LAP4-GFP in S. cerevisiae; GFP response vs DMSO, % at 10 µM; actives 0.34% (n = 320,000); S. cerevisiae LAP4-GFP multiplex, flow cytometry GFP, 3 h; median GFP as percent of DMSO wells;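 active = GFP response vs DMSO above a set limit, about the screen mean plus 3 SD, cut at about 150% in these data; inconclusive = under 70 cell events counted for the yeast strain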
# RPL19A TOR yeast: alters RPL19A-GFP fluorescence in TOR pathway yeast screen | S. cerevisiae RPL19A-GFP strain, flow cytometry, 3 h; active compounds read low | percent response vs DMSO, % at 10 µM | actives 0.3% (n = 330,000) | AID 2025;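 active = percent response vs DMSO below 50%; inconclusive = fewer than 70 events counted for the yeast strain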;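 also: median channel GFP fluorescence of the barcoded RPL19A-GFP strain; ratio of sample median GFP to plate DMSO average so 100% = DMSO; lower means less RPL19A-GFP as with rapamycin TOR inhibition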
# Yeast superoxide: yeast age-related superoxide inhibition as caloric restriction mimetic. superoxide response (% of plate mean), % at 10 µM. actives 0.18% (n = 330,000). S. cerevisiae aged cells, superoxide DHE fluorescence; active compounds read low;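 active = superoxide response under a set limit, about three screen SD below normal, cut at about 65% in these data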;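 also: yeast aged for seven days with compound at 30 °C before DHE staining; 100% = average MFI of all compound-treated wells on the plate with controls excluded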
# CIT2 TOR yeast: alters CIT2-GFP fluorescence in TOR pathway yeast screen; GFP response vs DMSO, % at 10 µM; S. cerevisiae CIT2-GFP strain, flow cytometry, 3 h; 100 means same as DMSO wells; actives 0.065% (n = 320,000);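 active = GFP response relative to DMSO above a set limit, near the screen mean plus 3 SD, cut at about 150% in these data; inconclusive = Fewer than 70 cells measured for a yeast strain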;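 also: ratio of well median GFP fluorescence to mean of DMSO wells on the plate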
# Efflux pump mplx: inhibitors of Candida antifungal efflux pumps expressed in yeast; S. cerevisiae Candida pump triplex, Nile Red efflux; inhibition, % at 10 µM; actives 0.44% (n = 330,000);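 active = plate passing quality check with inhibition over a set limit, or well fluorescence over plate mean plus 4 SD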;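 also: Nile Red retained in pooled yeast measured as flow cytometry median fluorescence; 0% = buffer negative control and 100% = Enniatin B positive control; higher means more Nile Red kept so more efflux inhibition; some compounds called inactive have numbers as strong as hits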
# AHR act: activators of human aryl hydrocarbon receptor | P35869 | AHR-responsive luciferase reporter cells, luminescence | activation, % at 5 µM | actives 2.5% (n = 320,000) | AID 2796; in the data active = activation above about 47%;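 also: 0% = vehicle wells and 100% = reference agonist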
# Target sequence (P35869 whole entry, looked up): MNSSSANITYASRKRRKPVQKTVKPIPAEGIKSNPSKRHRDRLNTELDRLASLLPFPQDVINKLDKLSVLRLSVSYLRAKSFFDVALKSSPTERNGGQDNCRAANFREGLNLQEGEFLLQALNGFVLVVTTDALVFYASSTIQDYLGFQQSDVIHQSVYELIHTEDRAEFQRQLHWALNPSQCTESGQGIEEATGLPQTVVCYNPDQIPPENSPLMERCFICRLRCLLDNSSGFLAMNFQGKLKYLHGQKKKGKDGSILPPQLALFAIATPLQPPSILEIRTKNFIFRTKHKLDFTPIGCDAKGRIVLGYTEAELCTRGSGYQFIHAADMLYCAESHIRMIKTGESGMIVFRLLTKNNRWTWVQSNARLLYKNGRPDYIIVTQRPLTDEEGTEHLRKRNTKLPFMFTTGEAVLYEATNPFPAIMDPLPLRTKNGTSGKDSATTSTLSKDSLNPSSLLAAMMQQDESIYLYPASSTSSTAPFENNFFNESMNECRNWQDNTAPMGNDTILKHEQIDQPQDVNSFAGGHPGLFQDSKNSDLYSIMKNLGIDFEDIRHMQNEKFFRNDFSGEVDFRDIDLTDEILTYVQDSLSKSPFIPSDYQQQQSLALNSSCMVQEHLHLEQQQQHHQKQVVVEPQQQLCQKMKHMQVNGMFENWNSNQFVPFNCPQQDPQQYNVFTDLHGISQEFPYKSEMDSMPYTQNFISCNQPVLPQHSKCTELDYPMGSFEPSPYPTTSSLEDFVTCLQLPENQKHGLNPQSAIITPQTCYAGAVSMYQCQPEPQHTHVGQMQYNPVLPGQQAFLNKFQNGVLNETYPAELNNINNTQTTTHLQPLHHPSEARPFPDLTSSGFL
# AGP1-GFP MLPCN: yeast TOR pathway AGP1-GFP modulation; S. cerevisiae AGP1-GFP multiplex flow cytometry, 3 h; GFP as percent of DMSO wells; GFP response vs DMSO, % at 10 µM; actives 0.02% (n = 320,000); AID 2066;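 active = GFP response relative to DMSO above a set limit, near screen average plus 3 SD, cut at about 150% in these data; inconclusive = fewer than 70 cells counted for the yeast strain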;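 also: median GFP channel fluorescence of the gated AGP1 strain per well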
# MEP2 TOR yeast: modulators of TOR pathway MEP2-GFP in S. cerevisiae; S. cerevisiae MEP2-GFP strain, flow cytometry GFP, 3 h; 100% = DMSO control level; GFP response vs DMSO, % at 10 µM; actives 0.51% (n = 330,000); AID 2016;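 active = GFP response versus DMSO above a set limit, roughly screen mean plus 3 SD, cut at about 180% in these data; inconclusive = fewer than 70 cells counted for a yeast strain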;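 also: median GFP fluorescence of the barcode-gated MEP2-GFP cells per well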
# * = called active by the depositor; ? = inconclusive; nt = no result given; [ ] = dose if it differs, or a comment.
no.	Molecule	LAP4-GFP MLPCN	RPL19A TOR yeast	Yeast superoxide	CIT2 TOR yeast	Efflux pump mplx	AHR act	AGP1-GFP MLPCN	MEP2 TOR yeast
1	COc1ccc(S(=O)(=O)NCCSCc2ccco2)cc1	88	87	88	85	0.1	1	85	93
2	O=C1CC2(CCN(C(=O)c3ccccc3Cl)CC2)Oc2ccccc21	99	98	95	97	0.0	-3	106	96
3	Cn1c(SCC(=O)NCc2ccco2)nnc1-c1ccc(S(=O)(=O)N2CCOCC2)cc1	93	96	93	94	0.0	0	98	97
4	CC(C)NCCCCOc1ccc(Br)cc1Cl	96	108	82	101	0.0	1	110	105
5	CCOc1ccc(N2C(=O)C3C4C=CC(CC4)C3C2=O)c([N+](=O)[O-])c1 (configuration not stated)	100	99	100	98	-0.1	-2	98	95
6	N=c1c(C(=O)NCc2ccc(F)cc2)cc2c(=O)n3ccccc3nc2n1Cc1cccnc1	109	99	102	101	-0.2	0	99	106
7	CCOc1cc(O)c(-c2[nH]ncc2-c2nc(C)cs2)cc1CC	107	98	105	95	0.1	31	99	103
8	CCC(=O)Nc1ccc(C(=O)COC(=O)c2nc3nccc(C)n3n2)cc1	111	103	81	100	0.0	1	105	100
9	CCN(CC)S(=O)(=O)c1ccc(C)c(NC(=O)COc2ccc(Cl)cc2Br)c1	106	104	96	95	-1.2	-2	103	98
10	CC1(C)Cc2c(sc3c2c(N)nc(=S)n3Cc2ccccc2)CO1	118	101	98	97	0.0	2	112	103
11	O=C(c1ccccc1)N1CCCCC(Sc2nnc3ccccn23)C1=O (configuration not stated)	107	105	94	100	-0.1	0	107	109
12	Cc1ccc(S(=O)(=O)CCC(=O)OCC(=O)NCc2ccc(Cl)cc2)cc1	93	100	94	86	0.1	-2	106	101
13	CCCCc1c(O)nc(SCC(=O)NC(C)(C)C)n(-c2ccccc2C)c1=O	91	99	90	85	-0.1	0	100	96
14	CC(CCc1ccccc1)NC(=O)c1ccc(NC(=O)c2cccc(Br)c2)cc1 (configuration not stated)	99	106	105	108	6.5*	-1	103	102
15	COc1cc(OC)cc(C(=O)NC2CCSc3ccccc32)c1 (configuration not stated)	100	102	95	99	-0.7	8	100	98
16	CN(C(=O)CC1C(=O)NCCN1Cc1cccc(F)c1F)C1CC(C)(C)NC(C)(C)C1 (configuration not stated)	102[may fluoresce red]	?	96	103[may fluoresce red]	0.0	1	99[may fluoresce red]	?
17	COc1ccccc1OCC(=O)NCC1CCCN(C(=O)c2ccccc2SC)C1 (configuration not stated)	90	99	102	97	0.1	3	101	100
18	Cc1ccc(S(=O)(=O)/N=C(\CN2CCOCC2)N2CCCC2)cc1	101	100	122	94	0.1	1	95	97
19	O=c1c2ccccc2nc(-c2ccccc2)n1CCCN1CCOCC1	98	102	92	109	-0.1	31	103	99
20	Cc1ccc(Cn2c(=N)c(C(=O)NC3CCCC3)cc3c(=O)n4ccccc4nc32)cc1	101	98	89	100	0.0	0	68	111
21	COc1ccc(-c2oc3ccc(-c4ccc5c(c4)OCO5)cc3c2C#CC2(O)CCCCC2)cc1	109	95	98	83	0.6	7	86	88
22	COCc1cc(C)nc2sc(C(=O)Nc3ccccc3F)c(N)c12	90	98	98	91	-0.1	-1	88	108
23	COc1ccccc1NC(=O)C1=C(C)Nc2nc(CCCO)nn2C1c1cccnc1 (configuration not stated)	100	103	106	104	0.1	4	107	101
24	CCC(=O)c1ccc(OCC(=O)OCC(=O)c2cc(C)n(CC3CCCO3)c2C)cc1 (configuration not stated)	109	100	101	91	0.1	-2	108	101
25	O=C(CCCCCCC(=O)c1ccccc1)c1ccccc1	108	98	99	97	-0.1	0	96	92
26	c1ccn2cc(C34CC5CC(CC(C5)C3)C4)nc2c1	115	96	93	97	0.1	0	103	97
27	COc1ccccc1OC(C)C(=O)N1CC(=O)Nc2ccccc21 (configuration not stated)	103	103	95	104	0.1	-1	104	104
28	CC1=CC2=NC(=O)/C(=C\c3cccn3CCOc3ccc(C)c(C)c3)C(=N)N2O1	95	103	97	101	-0.2	21	102	103
29	COc1ccc(C2=[N+]([O-])C(C)(C)N(O)C2(C)C)cc1	103	102	94	98	0.3	-1	107	103
30	O=C(Nc1ccc(Cl)cc1C(=O)Nc1ccccn1)c1ccco1	109	95	108	96	0.0	64*	96	100
31	Cc1ccc(NC(=O)CSCc2n[nH]c(=O)[nH]2)c(Br)c1	97	99	91	102	-0.1	0	102	97
32	O=C1CC(N2CCN(c3ccccc3)CC2)C(=O)N1Cc1ccc(Cl)cc1 (configuration not stated)	95	87	97	91	0.1	2	95	88
33	O=C(NN=C1CCN(Cc2ccccc2)CC1)c1ccccc1	98	99	104	103	0.0	6	103	103
34	O=c1cc(O)nc[nH]1	100	98	82	104	0.0	0	106	95
35	Cn1nnnc1SCc1nc2ccccc2s1	102	103	113	104	0.0	16	112	101
36	COc1ccc(C(=O)n2nc(-c3ccco3)nc2N)cc1	98	90	93	95	-0.1	4	108	106
37	Cc1nn(-c2ccccc2)c(C)c1/C=N/NC(=O)CSc1nc2ccccc2c(=O)n1-c1ccccc1	93	99	100	106	0.0	2	92	117
38	O=C(NCCN1CCOCC1)Nc1ccc(Cl)cc1Cl	93	95	91	102	0.1	1	98	96
39	O=C(/C=C/c1ccco1)N(c1ccccn1)c1ccccn1	103	98	108	100	-0.1	7	95	100
40	COCCNC(=O)Nc1ccc(F)cc1	99	98	94	83	0.0	2	97	89
41	CN(Cc1ccccc1)C(=O)c1[nH]cnc1C(=O)Nc1cccc(Cl)c1	115	109	75	111	-0.2	22	110	106
42	CCOC(=O)c1nnn(-c2nonc2OC)c1-c1ccccc1	92	96	96	96	0.1	0	98	95
43	CCOC(=O)N/N=C/c1cn(Cc2ccc(Cl)cc2)c2ccccc12	103	105	88	110	-0.3	46	102	139
44	Cn1c(=O)c2c(nc(NN=C3CCCC3)n2C)n(C)c1=O	106	95	104	92	-0.1	11	103	94
45	CCOC(=O)Cc1csc(NC(=O)CSc2nnc(C(C)C)n2C)n1	94	95	107	92	0.1	2	92	98
46	CCOc1ccccc1NC(=S)NCCc1ccccc1	98	105	120	91	0.3	8	93	88
47	Cc1cc(C(=O)COC(=O)c2ccc(O)cc2)c(C)n1CC1CCCO1 (configuration not stated)	104	93	106	97	-0.1	0	91	72
48	CC1CCN(C(=S)NC(=O)C2CCCCC2)CC1	97	102	84	129	-0.2	-1	94	104
49	CCC(=O)Nc1cc(-c2nn(C)c(=O)c3ccccc23)ccc1N1CCOCC1	94	102	101	108	-0.1	3	106	104
50	CC(C)(CN1CCCC1)NC(=O)C1CCC(=O)N(CCCN2CCOCC2)C1 (configuration not stated)	95	102	109	108	-0.2	4	98	116
51	Cn1cc(CNC(=O)COc2ccc(Cl)cc2Cl)cn1	95	99	98	98	-0.1	10	101	102
52	Cc1ccccc1-c1ccc(C=Nc2c(C)n(C)n(-c3ccccc3)c2=O)o1	99	102	100	93	0.2	2	107	104
53	COc1ccc(S(=O)(=O)c2nnn(-c3cccc(Cl)c3)c2N)cc1	92	106	98	102	0.1	1	107	105
54	CCc1ccc(NC(=O)CSc2nnc(-c3cnccn3)n2Cc2ccco2)cc1	98	95	102	nt	0.0	3	89	93
55	CN(C)CCCNC(=O)CCc1nc2ccccc2c(=O)[nH]1	105	100	96	98	0.1	3	101	102
56	CCOC(=O)Cc1csc(NC(=O)CSc2nccn2C)n1	79	98	97	nt	0.2	2	89	117
57	O=C(COc1ccc(F)cc1Br)N1CCc2ccccc21	109	100	96	91	0.1	6	102	99
58	Cc1nc(NC(=O)c2cc3c(C)nn(-c4ccccc4)c3s2)sc1C(=O)Nc1ccccc1	103	nt	122	89	0.4	35	89	114
59	CC1=C(C(=O)OCC(C)C)[C@]23C(=O)c4ccccc4[C@@]2(O1)OC(N)=C3C#N	91	98	104	92	0.2	12	95	98
60	CCN(CC)C(=O)N1CCN(C(=O)N(CC)CC)CC1	96	98	100	97	-0.1	-2	97	98

# The listing continues:
no.	Molecule	LAP4-GFP MLPCN	RPL19A TOR yeast	Yeast superoxide	CIT2 TOR yeast	Efflux pump mplx	AHR act	AGP1-GFP MLPCN	MEP2 TOR yeast
61	Cc1ccc2c(c1)c1c(n2CC(O)Cn2c(C)nc3ccccc32)C(=O)CCC1 (configuration not stated)	91	98	109	85	0.5	5	102	90
62	CCOc1ccc(S(=O)(=O)N2CCN(c3ccccn3)CC2)cc1	98	103	97	103	-0.2	-2	97	108
63	O=C(N/N=C/c1cccnc1)c1ccc([N+](=O)[O-])cc1	84	89	112	94	-0.1	9	84	90
64	Cc1ccc(C(=O)COC(=O)CNC(=O)c2cccs2)cc1	97	93	103	97	-0.2	2	98	109
65	CCOC(=O)C1(CCc2ccccc2)CCN(C(=O)c2cccc(C)n2)CC1	106	104	98	99	0.0	3	106	109
66	CC1CCN(S(=O)(=O)c2ccc(Oc3ccc([N+](=O)[O-])cc3)cc2)CC1	102	99	114	106	-0.6	-2	96	98
67	C=C(C)CN(CC)C(=O)CC1C(=O)NCCN1Cc1c(F)cccc1Cl (configuration not stated)	104	104	108	104	-0.1	-3	104	105
68	O=c1c2ccccc2n2c(-c3ccc(C(F)(F)F)cc3)nnc2n1Cc1ccccc1	114	109	108	114	0.0	4	109	119
69	COc1cccc(-c2ccc(-c3noc(-c4ccccc4F)n3)c(OC)n2)c1	102	95	107	101	0.1	0	104	97
70	C=CCOC(=O)C1=C(C)NC(SCC)=C(C#N)C1c1ccc(Cl)cc1 (configuration not stated)	85	91	93	74	-0.1	3	88	87
71	CCOc1ccc(CN2CCN(S(=O)(=O)c3ccc(NC(C)=O)cc3)CC2)cc1OC	78	115	92	83	0.0	0	83	94
72	c1ccc(CSc2ncccn2)cc1	102	96	91	101	0.0	2	99	100
73	O=C(Nc1ncc(Cc2cccc(Cl)c2)s1)C1=NCCN1	103	100	108	101	-0.2	2	106	104
74	Cc1nnc(NC(=O)C2CC(=O)N(C(C)c3ccccc3)C2)s1 (configuration not stated)	102	107	124	105	2.5	1	107	111
75	COC(=O)Cc1c(C(=O)OC)nnn1-c1ccc(OC(F)(F)F)cc1	95	98	87	96	0.1	2	96	95
76	O=C(CSc1nc2c(c(C(F)(F)F)n1)CCc1ccccc1-2)NCc1ccco1	107	106	99	105	-0.2	0	108	109
77	CCc1ccc(OCc2ccc(C(=O)O)o2)cc1	98	101	120	110	-0.2	0	105	101
78	Cc1nc(SCC(=O)Nc2nc3ccccc3s2)c(C#N)c(C)c1C	91	105	110	103	0.0	-11	98	105
79	CCOP(=O)(OCC)C(Nc1cccc([N+](=O)[O-])c1)c1ccc(OC)cc1 (configuration not stated)	99	58	100	94	-0.1	0	40	138
80	Cc1ccc(-c2nc3sc4c(c3c(=O)n2N)CC(C)(C)OC4)cc1	97	96	110	97	0.1	-8	96	103
81	Cc1ccc(-c2cc(C(=O)NCCCn3ccnc3)no2)cc1	105	101	99	101	-0.1	6	100	104
82	CCN(CC)S(=O)(=O)c1ccc(/C=C/C(=O)OCC(=O)NCc2ccc3c(c2)OCO3)cc1	93	104	101	108	-0.3	0	102	97
83	O=C(OCC(=O)N1CCCCCC1)c1ccc(Cl)nc1	106	107	113	101	0.3	-1	103	105
84	COc1ccc(-c2nnc(SCC3CCCO3)n2C)cc1 (configuration not stated)	99	92	77	93	0.1	5	93	100
85	O=C(Nc1cc(C(F)(F)F)ccc1-n1cncn1)c1cn2ccccc2n1	113	97	121	66	-0.1	78*	70	107
